Compound activity: PubChem, several laboratories
MrgX1 allo act: human MrgX1 positive allosteric modulation, primary screen. 0.63% of 310,000 active. Q96LB2. MrgX1-HEK293, Fluo-4 calcium flux, FDSS; hits give high values. B-score at 10 µM;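 active means plate-corrected calcium response at least 3 library SD above typical, normal starting fluorescence, not activating the receptor alone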;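 further: compound read alongside a low EC10 to EC30 dose of BAM8-22 agonist; peak minus trough fluorescence over baseline measured at the second addition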
Target sequence (Q96LB2 whole entry, looked up): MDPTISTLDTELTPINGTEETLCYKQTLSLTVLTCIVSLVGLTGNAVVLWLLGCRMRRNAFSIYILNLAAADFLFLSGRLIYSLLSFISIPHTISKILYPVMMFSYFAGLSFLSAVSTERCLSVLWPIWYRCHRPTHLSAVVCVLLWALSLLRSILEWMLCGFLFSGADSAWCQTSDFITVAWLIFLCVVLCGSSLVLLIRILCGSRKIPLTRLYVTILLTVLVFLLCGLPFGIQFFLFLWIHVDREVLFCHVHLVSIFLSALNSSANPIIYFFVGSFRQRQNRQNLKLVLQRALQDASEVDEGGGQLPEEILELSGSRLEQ
RGS4 pot: RGS4 potentiation or activation; HEK293 M3R/inducible RGS4, carbachol calcium flux Fluo4; hits give low values; 0.92% of 310,000 active; B-score at 10 µM;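 active means B-score of the integrated calcium signal more than 4 SD below the library mean, with starting fluorescence not abnormally high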;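 further: negative B-score means reduced calcium response which marks RGS4 activation or potentiation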
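Assay system: Inducible-RGS4 HEK293 cells carrying M3 receptor | Schedule: Compound preincubation 20 min at room temperature before agonist | Signal: Kinetic calcium fluorescence imaging with Fluo4-AM dye, 2 µM | Read-out basis: B score from integrated fluorescence ratio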
MrgX1 ag: human MrgX1 receptor agonism, primary screen; MrgX1-HEK293 cells, Fluo-4 calcium fluorescence, agonist mode; hits give high values; B-score at 10 µM; 0.44% of 310,000 active; Q96LB2;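 active means calcium response B-score plate-corrected fluorescence ratio at least 3 library SD, with starting fluorescence B-score inside 5 SD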
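Material – MrgX1-expressing HEK293 cells · Input – 15,000 cells seeded per well · Dosing – compound as first of three additions · Times – overnight seeding, then 1 h dark dye loading · Measured by – kinetic Fluo-4 NW fluorescence of intracellular calcium · Read-out – B-scored fluorescence response ratio · Benchmarks – positive and negative control wells on each plate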
RGS4 block: inhibitors of human RGS4; P49798; HEK293 M3R/RGS4 inducible, Fluo-4 calcium flux; hits give high values; triggered by carbachol at its EC20; B-score at 10 µM; 0.45% of 310,000 active; AID 463165;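 active means B-score, a plate-corrected calcium signal, over three deviations above library mean, with baseline fluorescence within five deviations of library mean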;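 further: RGS4 expression induced by doxycycline in cells with stable M3 receptor; B-score is computed from the integrated fluorescence ratio over baseline after carbachol; higher B-score means a larger calcium signal and so more RGS4 inhibition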
Target sequence (P49798 whole entry, looked up): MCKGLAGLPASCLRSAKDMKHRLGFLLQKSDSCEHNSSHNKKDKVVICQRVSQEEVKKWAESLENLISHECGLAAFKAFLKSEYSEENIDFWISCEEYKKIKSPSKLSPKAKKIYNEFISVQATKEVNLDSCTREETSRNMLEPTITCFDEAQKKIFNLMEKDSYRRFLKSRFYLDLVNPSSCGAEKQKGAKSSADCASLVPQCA
TMEM16A inh: blocks the mouse calcium-activated chloride channel TMEM16A | HEK293 TMEM16A/YFP iodide influx fluorescence, ionomycin | normalized B-score (activity score, 25-100; higher = stronger inhibition) at 10 µM | 1.2% of 310,000 active;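 active means ratio plate-corrected score three or more library SD toward inhibition, starting fluorescence score within five deviations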;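 further: score derived from kinetic fluorescence span divided by baseline fluorescence per well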
HDAC3 inhib: inhibitors of human histone deacetylase 3 | O15379 | recombinant HDAC3, fluorogenic peptide/trypsin coupled, fluorescence | inhibition, % at 8.3 µM | 0.15% of 320,000 active; in the data active means inhibition above about 26%, passing the limit was not always enough; inconclusive means no clear call, values can overlap the other calls
Target sequence (O15379 whole entry, looked up): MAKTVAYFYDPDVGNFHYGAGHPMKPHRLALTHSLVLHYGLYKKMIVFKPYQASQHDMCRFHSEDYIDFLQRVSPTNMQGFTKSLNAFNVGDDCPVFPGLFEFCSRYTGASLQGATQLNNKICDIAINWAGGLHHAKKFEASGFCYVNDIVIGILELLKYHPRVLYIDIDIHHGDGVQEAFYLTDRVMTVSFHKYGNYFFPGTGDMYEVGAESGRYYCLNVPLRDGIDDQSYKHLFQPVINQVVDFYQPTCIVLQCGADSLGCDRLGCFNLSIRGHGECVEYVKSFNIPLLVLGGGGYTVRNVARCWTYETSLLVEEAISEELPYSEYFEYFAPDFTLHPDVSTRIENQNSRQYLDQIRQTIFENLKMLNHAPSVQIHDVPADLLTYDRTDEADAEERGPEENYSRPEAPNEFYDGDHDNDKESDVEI
TRPC6 inhibitor: inhibitors of mouse TRPC6 channel. HEK293-TRPC6, membrane potential dye, ACh-evoked depolarization; hits give low values. B-score at 10 µM. 1.1% of 310,000 active. AID 2553;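 active means B-score under library mean minus 3 SD, initial fluorescence not abnormally high, positive integrated signal ratio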;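 further: B-score derived from integrated fluorescence ratio over the kinetic read; more negative B-score means stronger inhibition of depolarization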
SKKanGAS inh: SKKanGAS growth inhibition. S. pyogenes SKKanGAS, kanamycin growth, BacTiter-Glo, 6 h. inhibition, % at 7.5 µM. 1.3% of 300,000 active;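 active means mean replicate score, as percent of positive control median, at least 50; inconclusive means mean below 50 but one replicate at or above 50; inactive means mean and every replicate below 50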;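 further: strain carries kanamycin resistance gene driven by streptokinase promoter and grows in 40 µg/ml kanamycin; loss of luminescence reflects streptokinase promoter inhibition or plain growth inhibition; 0% = median of DMSO wells and 100% = positive control at its reference dose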
TMEM16A act: activates or potentiates the mouse TMEM16A chloride channel | AID 623877 | HEK293 TMEM16A/YFP-H148Q/I152L, iodide quench fluorescence; hits give low values | B-score at 10 µM | 0.3% of 340,000 active | Q8BHY3;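 active means fluorescence-ratio B-score plate-corrected deviation score at least 3 library SD below zero, with starting fluorescence score within 5 deviations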;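 further: channel opened by trigger with iodide after compound preincubation; score built on the fluorescence ratio of max minus min over baseline; more negative score means more quench and so TMEM16A activation or potentiation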
TRPC6 act: activators of mouse TRPC6 channel; AID 2550; HEK293-TRPC6 membrane potential dye fluorescence; hits give high values; 0.13% of 310,000 active; B-score at 10 µM; Q61143;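 active means B-score of the integrated fluorescence ratio above library mean plus 3 SD, and starting fluorescence ratio within library mean plus 5 SD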;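 further: higher score means more depolarization so channel activation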
MrgX1 antag: antagonists of human MrgX1 receptor | Q96LB2 | MRGX1-HEK293 calcium flux, Fluo-4, BAM8-22 antagonism; hits give low values | B-score at 10 µM | 1.3% of 310,000 active;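 active means calcium-response B-score plate-corrected more than 3 library SD below zero, starting fluorescence within 5 deviations, no agonist response on first addition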;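 further: peak minus trough fluorescence over baseline after final BAM8-22 challenge near maximal dose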
* hit, by the source's call; i = inactive; ? = inconclusive; · = not tested or not shown.

Compound | MrgX1 allo act | RGS4 pot | MrgX1 ag | RGS4 block | TMEM16A inh | HDAC3 inhib | TRPC6 inhibitor | SKKanGAS inh | TMEM16A act | TRPC6 act | MrgX1 antag
CCCCCN(C(=O)CCC(=O)OCC(=O)c1ccc(F)c(F)c1)c1c(N)n(CCCC)c(=O)[nH]c1=O | i | i | i | i | i | 5 | i | -1 | i | i | i
COc1ccc(S(=O)(=O)N2CCCCC2)cc1NS(=O)(=O)c1ccccc1F | i | i | i | i | i | 1 | i | 5 | i | i | i
COc1ccc(Cl)cc1S(=O)(=O)N1CCC(C(=O)NCc2ccco2)CC1 | i | i | i | i | i | -1 | i | -5 | i | i | i
CCc1ccc2ncc(S(=O)(=O)c3ccc(C)c(C)c3)c(N3CCCC3)c2c1 | i | i | i | i | i | ? | i | 1 | i | i | i
COc1cc(C(=O)Nc2ccc(S(=O)(=O)Nc3nccc(C)n3)cc2)c([N+](=O)[O-])cc1OC | i | i | i | i | i | 4 | i | 2 | i | i | i
CCOC(=O)N1CCc2c(sc3c2C(=O)NC(c2ccccc2)N3)C1 (stereo unspecified) | i | i | i | i | i | 1 | i | -1 | i | i | i
COc1ccc(OC)c(S(=O)(=O)Nc2ccccc2O)c1 | i | i | i | i | i | 4 | i | 8 | i | i | i
O=C(Nc1cc2c3c(c1)CC(=O)N3CCC2)c1ccc(F)cc1 | i | i | i | i | i | 2 | i | -3 | i | i | i
Cc1ccc(NC2=C(Cl)C(=O)N(C3CCCCC3)C2=O)cc1 | i | i | i | i | i | -10 | i | 1 | i | i | i
CC(C)/C=N/NC(=O)c1cc(Br)ccc1O | i | i | i | i | i | -2 | i | -3 | i | i | i
O=C(CN(C1CCCCC1)S(=O)(=O)c1ccc(F)cc1)NCc1ccncc1 | i | i | i | i | i | 1 | i | -4 | i | i | i
O=C(Cc1ccccc1)c1c[nH]c(C(=O)C(Cl)(Cl)Cl)c1 | i | i | i | i | i | 3 | i | -2 | i | i | i
CCc1ccccc1OCC(=O)Nc1ccc2c(c1)OCCO2 | i | i | i | i | i | 4 | i | -4 | i | i | i
Cc1nc2ccccn2c1C(=O)NNS(=O)(=O)c1ccc(C(C)(C)C)cc1 | i | i | i | i | i | -4 | i | -2 | i | i | i
O=C(CSc1nn(-c2ccccc2)c(=S)s1)Nc1ncccn1 | i | i | i | i | i | -2 | i | 3 | i | i | i
O=C(NCC1CCCO1)C(c1ccncc1)N(Cc1ccc(F)cc1)C(=O)CN1C(=O)c2ccccc2S1(=O)=O (stereo unspecified) | i | i | i | i | i | · | i | 0 | i | i | i
CC(=O)/C(=N\Nc1ccc(Cl)cc1Cl)Sc1nnc(-c2ccccc2)n1-c1ccccc1 | i | i | i | i | i | 4 | i | -3 | i | i | i
COc1ccc(/C=C2/SC(=S)N(CCCC(=O)Nc3ccc(O)cc3)C2=O)cc1 | i | i | i | i | i | -1 | i | 7 | i | i | i
CCO[C@H]1OC(C(=O)N2CCOCC2)=C[C@@H](C)[C@@H]1CCCO | i | i | i | i | i | -2 | i | -2 | i | i | i
O=C(O)c1ccc2c(=O)n3c(nc2c1)/C(=C/c1cccc(O)c1)CC3 | i | i | i | i | i | 7 | i | 13 | i | i | i
Nc1nnc(SCC(=O)Nc2ccc3nc(SCC(=O)Nc4ccccc4)sc3c2)s1 | i | i | i | i | i | -8 | i | 16 | i | i | i
COc1ccc(S(=O)(=O)N(C)CC(=O)NC2CCCCC2)cc1OC | i | i | i | i | i | 5 | i | -1 | i | i | i
Fc1ccccc1CN1CCC(Cc2ccccc2)CC1 | i | i | i | i | i | 2 | i | 8 | i | i | i
COC(=O)c1c(NC(=O)CSc2ncnc3c2cnn3-c2ccccc2Cl)sc2c1CCCC2 | i | i | i | i | i | -7 | i | -3 | i | i | i
O=C(c1cccc([N+](=O)[O-])c1)c1ccc2c(c1)OCCOCCOCCO2 | i | i | i | i | i | 6 | i | 5 | i | i | i
CC(C(=O)c1c[nH]c(C(=O)N=CN(C)C)c1)c1ncc(C(F)(F)F)cc1Cl (stereo unspecified) | i | i | i | i | i | 9 | i | -7 | i | i | i
O=C(NNC(=O)C(Cl)Cl)c1cnn(-c2ccccc2)c1C(F)(F)F | i | i | i | i | i | -3 | i | 6 | i | i | i
CCOc1ccc(CO/N=C/c2c(C)[nH]c(=O)[nH]c2=O)cc1 | i | i | i | i | i | 3 | i | 8 | i | i | i
O=C(CSc1nnc(CNC(=O)c2cccs2)o1)Nc1ccc(Cl)cc1 | i | i | i | i | i | -3 | i | 0 | i | i | i
COc1ccc(CCCC(=O)N/N=C/c2ccc(C)cc2)cc1 | i | i | i | i | i | 0 | i | 8 | i | i | i
COc1ccc(C(=O)C(CN2CCCC2)c2ccccc2)cc1 (stereo unspecified) | i | i | i | i | i | 10 | i | 1 | i | i | i
Cc1ccc(NC(=O)C(c2ccc(Cl)cc2Cl)N2CCCC2)cc1 (stereo unspecified) | i | i | i | i | i | 6 | i | 4 | i | i | i
Nc1nc(NCc2ccccc2)nc(-c2ccccc2)n1 | i | i | i | i | i | -1 | i | -16 | i | i | i
COc1ccc(NC(=O)C23CCC(C)(C(=O)C2)C3(C)C)cc1 (stereo unspecified) | i | i | i | i | i | -1 | i | -1 | i | i | i
Cc1ccc(OCC(=O)NNC(=O)C(=O)NC(C)(C)C)cc1 | i | i | i | i | i | -8 | i | 6 | i | i | i
CC1CCc2cc(F)ccc2N1C(=O)c1cccs1 (stereo unspecified) | i | i | i | i | i | -6 | i | -6 | i | i | i
CCN(CC)C(=O)CSc1ncnc2sc(C)c(C)c12 | i | i | i | i | i | 6 | i | -18 | i | i | i
O=c1c2[nH]cnc2n(-c2cccc(F)c2)c(=O)n1Cc1ccccc1 | i | i | i | i | i | 0 | i | -2 | i | i | i
Cc1cc(C(N)=O)nn1-c1c(Cl)cc(Cl)cc1Cl | i | i | i | i | i | 7 | i | -6 | i | i | i
COc1ccc2oc(CS(=O)c3ccccc3)c(C(=O)O)c2c1 (stereo unspecified) | i | i | i | i | i | -1 | i | -4 | i | i | i
[O-]/[N+](=C\c1ccncc1)c1ccccc1 | i | i | i | i | i | -5 | i | 2 | i | i | i
Cc1ccc(C(=O)NCCc2nc3ccccc3[nH]2)cc1[N+](=O)[O-] | i | i | i | i | i | 3 | i | 0 | i | i | i
CC(C)(C)c1cc(=O)n(-c2ccccc2)[nH]1 | i | · | i | · | i | -1 | · | · | i | · | i
O=C(NC1CC1)c1ccc(S(=O)(=O)NC2CCCCCC2)cc1 | i | i | i | i | i | -7 | i | 14 | i | i | i
Cc1cc(/C=C(/C#N)c2nc3ccccc3[nH]2)c(C)n1-c1cccc([N+](=O)[O-])c1 | i | -7.1* | i | i | i | 12 | i | 14 | i | i | i
Cc1sc2nc(C(C)C)nc(SCC(=O)N3c4ccccc4CC3C)c2c1C (stereo unspecified) | i | i | i | i | i | -2 | i | 33 | i | i | i
CCOC(=O)C1(Cc2ccccc2)CCCN(CCCn2cccn2)C1 (stereo unspecified) | i | i | i | i | i | -8 | i | 0 | i | i | i
COc1ccccc1C(=O)Nc1nc2nc(-c3ccccc3)cc(=O)n2[nH]1 | i | i | i | i | i | 3 | i | 22 | i | i | i
CC1(C)CC(=O)C/C(=N\NC(=O)c2cccs2)C1 | i | i | i | i | i | 4 | i | -6 | i | i | i
CSc1nc(C)cc(NC(N)=O)n1 | i | i | i | i | i | · | i | 2 | i | i | i
Cc1ccc(N2C(=O)CC(N(CCc3ccccc3)C(=S)Nc3ccc(N(C)C)cc3)C2=O)cc1 (stereo unspecified) | i | i | i | i | i | 14 | i | 23 | i | i | i
CCCc1cc(=O)[nH]c(SCC(=O)N2CCCC2=O)n1 | i | i | i | i | i | -1 | i | 6 | i | i | i
CCCOc1ccc(Cl)cc1CN1CCOCC1 | i | i | i | i | i | 0 | i | -1 | i | i | i
Cc1nn(-c2ccccc2)c(C)c1C(=O)NNC(=O)C(F)(F)F | i | i | i | i | i | 0 | i | 5 | i | i | i
Clc1ccc(Cc2noc(Cc3ccccc3)n2)cc1Cl | i | i | i | i | i | 3 | i | 46 | i | i | i
O=C1C(C2=NC(C(=O)O)C3C(=O)N(c4ccc(Cl)cc4)C(=O)C23)=C(O)c2ccccc21 (stereo unspecified) | i | i | i | i | i | 6 | i | 1 | i | i | i
O=C(O)CCC(=O)N1N=C(c2cccs2)CC1c1ccc(Br)cc1 (stereo unspecified) | i | i | i | i | i | -35 | i | 4 | i | i | i
Cc1cc2ncn(S(=O)(=O)N3CCOCC3)c2cc1C | i | i | i | i | i | -6 | i | 5 | i | i | i
CCOC(=O)c1c(C)[nH]c(C(=O)OCc2ccc(F)cc2)c1C | i | i | i | i | i | -8 | i | -1 | i | i | i
COc1ccc(C(=O)NNC(=O)c2cccc(F)c2)cc1 | i | i | i | i | i | 2 | i | -1 | i | i | i

Later entries
Compound | MrgX1 allo act | RGS4 pot | MrgX1 ag | RGS4 block | TMEM16A inh | HDAC3 inhib | TRPC6 inhibitor | SKKanGAS inh | TMEM16A act | TRPC6 act | MrgX1 antag
COc1cc(/C=C2\C(=O)ON=C2c2ccccc2)cc(Cl)c1O | i | -7.9* | 90* | 13* | i | 7 | i | -6 | i | i | i
N#CC1=C(Nc2ccc(Br)cc2)CCC1 | i | i | i | i | i | -7 | i | 1 | i | i | i
Cc1cc(O)c(C=Nc2ccc(N3CCOCC3)cc2)c(C)c1Cl | i | i | i | i | i | -5 | i | -1 | i | i | i
Fc1cccc(-c2cc3nc4c(c(N5CCC6(CC5)OCCO6)n3n2)CCCC4)c1 | 7.6* | i | i | i | i | · | i | 6 | i | i | i
COC(=O)c1cnc(Nc2cc(C)ccc2OC)c2ccccc12 | i | i | i | i | i | 5 | i | 5 | i | i | i
CCCCC(=O)Nc1cccc(-c2cn3ccsc3n2)c1 | i | i | i | i | i | 18 | i | -3 | i | i | i
